Screens as filed in PubChem.
TLR9-MyD88 inh: inhibitors of human TLR9-MyD88 binding; Q9NR96+Q99836; CHO BLA complementation TLR9-MyD88, CCF4 FRET ratio; inhibition, % at 4.98 µM; actives 0.21% (n = 340,000); AID 504734;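 active = inhibition above the mean over all tested compounds plus 3 SD, cut at about 21% in these data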;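 note: 0% = DMSO only wells and 100% = clavulanate BLA inhibitor control wells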
TWEAK Fn14 block: TWEAK-Fn14 signaling inhibition; TWEAK-stimulated Fn14 reporter cells, luciferase luminescence, 8 h; inhibition, % at 10 µM; actives 2% (n = 360,000); AID 1159606; in the data active = inhibition above about 50%
TROY signal inh: inhibitors of TROY-dependent NF-kB signaling; Q293 LMP1-TROYcd NF-kB luciferase reporter, 4 h; inhibition, % at 10 µM; actives 0.98% (n = 360,000); AID 1347056;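 active = compounds whose plate-normalised and pattern-corrected inhibition of the luciferase reporter signal at the single screening dose is 50% or more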
SRC1 inh: human NCOA1 inhibition; actives 0.12% (n = 360,000); inhibition, % at 3.6 µM; HEK293 GAL4-SRC1 luciferase reporter, luminescence; Q15788; AID 588354;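 active = inhibition above the campaign mean plus 3 SD, with each screening campaign given its own cutoff, cut at about 60% in these data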;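 note: 0% = DMSO treated cells and 100% = gossypol at 36 µM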
NCOA2 inhibitor: human SRC2 (NCOA2) inhibition. Q15596. HEK293 GAL4-SRC2 luciferase reporter, luminescence. inhibition, % at 9 µM. actives 0.17% (n = 370,000);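 active = inhibition above the mean inhibition of all tested compounds plus 3 SD, set per campaign, cut at about 52% in these data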;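 note: 0% = DMSO treated cells and 100% = cells given Gossypol at 36 µM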
COUP-TFII inh: blocks human COUP-TFII nuclear receptor | P24468 | HEK293T NGFI-A luciferase reporter, luminescence | inhibition, % at 8.6 µM | actives 0.7% (n = 370,000);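 active = inhibition above a per-plate cutoff, mean inhibition of test wells between control levels plus 3 SD, cut at about 38% in these data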;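 note: cells cotransfected with COUP-TFII expression vector driving the NGFI-A reporter; 0% = median of COUP-TF2 test wells and 100% = reporter-only cells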
Target sequence (P24468 whole entry, looked up): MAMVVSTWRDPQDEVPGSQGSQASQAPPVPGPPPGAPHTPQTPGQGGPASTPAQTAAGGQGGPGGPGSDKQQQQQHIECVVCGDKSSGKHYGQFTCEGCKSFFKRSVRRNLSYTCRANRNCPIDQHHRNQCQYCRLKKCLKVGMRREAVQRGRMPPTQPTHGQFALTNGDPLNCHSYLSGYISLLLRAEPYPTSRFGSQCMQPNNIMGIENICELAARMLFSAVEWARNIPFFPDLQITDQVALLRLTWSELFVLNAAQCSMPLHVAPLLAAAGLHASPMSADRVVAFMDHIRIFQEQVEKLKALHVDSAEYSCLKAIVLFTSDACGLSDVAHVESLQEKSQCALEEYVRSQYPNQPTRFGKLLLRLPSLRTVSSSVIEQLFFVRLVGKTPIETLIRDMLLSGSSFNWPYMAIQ
SRC3 inh: inhibitors of human steroid receptor coactivator 3 (SRC3); Q9Y6Q9; HEK293 GAL4-SRC3 luciferase reporter, luminescence; inhibition, % at 3.6 µM; actives 0.17% (n = 360,000); AID 588352;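 active = inhibition above a per-campaign cutoff, the mean of all compounds plus 3 SD, cut at about 60% in these data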;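 note: 0% = DMSO-treated cells and 100% = gossypol-treated cells at 36 µM; higher means less SRC3-driven luciferase light from the GAL4 reporter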
LRH-1 inv ag: NR5A2 inverse agonism in reporter assay; O00482; HEK293T StAR-luciferase reporter, LRH-1 transfected, 24 h; inhibition, % at 3.6 µM; actives 0.13% (n = 360,000); AID 602396;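 active = inhibition above the mean inhibition of all tested compounds plus 3 SD, cut at about 73% in these data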;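 note: 0% = DMSO wells and 100% = reporter-only cells lacking LRH-1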
ABHD5 PLIN5 PPI: inhibitors of human ABHD5-perilipin-5 interaction. actives 0.78% (n = 360,000). AID 602281. inhibition, % at 4 µM. Split G. princeps luciferase complementation, luminescence, 4 h;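 active = inhibition above the mean inhibition across every tested compound plus 3 SD, cut at about 22% in these data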;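 note: 0% = DMSO only wells and the 100% control is not disclosed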
Exocytosis inh: lytic granule exocytosis inhibition; inhibition, % at 10 µM; actives 0.66% (n = 360,000); TALL-104 LAMP-1 surface exposure, flow cytometry; cells stimulated with thapsigargin and PMA;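 active = inhibition above about 55%, limit read from the data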
NOD2-RIPK2 inh: blocks binding of human NOD2 to RIPK2; inhibition, % at 4.98 µM; O43353; CHO BLA complementation NOD2-RIPK2, CCF4 ratio; actives 0.38% (n = 360,000); AID 624267; in the data active = inhibition above about 21%;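 note: 0% = vehicle only and 100% = reference blocker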
Target sequence (O43353 whole entry, looked up): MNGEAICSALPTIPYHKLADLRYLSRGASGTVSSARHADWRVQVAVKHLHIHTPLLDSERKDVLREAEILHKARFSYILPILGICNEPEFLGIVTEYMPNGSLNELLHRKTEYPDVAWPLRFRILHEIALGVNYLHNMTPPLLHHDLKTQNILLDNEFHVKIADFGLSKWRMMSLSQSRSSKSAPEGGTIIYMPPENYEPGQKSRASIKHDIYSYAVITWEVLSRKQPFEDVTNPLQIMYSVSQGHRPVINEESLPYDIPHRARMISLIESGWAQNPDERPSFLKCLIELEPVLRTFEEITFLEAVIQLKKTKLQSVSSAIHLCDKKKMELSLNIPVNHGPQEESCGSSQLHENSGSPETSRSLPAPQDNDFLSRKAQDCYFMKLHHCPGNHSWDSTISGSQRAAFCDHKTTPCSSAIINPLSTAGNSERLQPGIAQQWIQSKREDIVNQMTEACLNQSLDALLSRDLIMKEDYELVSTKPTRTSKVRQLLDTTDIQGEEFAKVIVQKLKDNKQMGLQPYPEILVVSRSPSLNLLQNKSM
Starred values were filed as active, the others as inactive; nt = no result given. These rows are one share of the data, so the mix of outcomes need not match the whole.

mol | TLR9-MyD88 inh | TWEAK Fn14 block | TROY signal inh | SRC1 inh | NCOA2 inhibitor | COUP-TFII inh | SRC3 inh | LRH-1 inv ag | ABHD5 PLIN5 PPI | Exocytosis inh | NOD2-RIPK2 inh
CC(=O)c1cccc(NC(=O)c2cc(-c3cccs3)on2)c1 | -11 | -18 | -51 | 0 | 9 | 3 | -3 | 8 | -6 | -4 | -10
O=C(CCn1cnnn1)Nc1cccc(F)c1 | 3 | -18 | -3 | 12 | 15 | 2 | 3 | -8 | -2 | -1 | -4
Cc1ccc(OCCNS(=O)(=O)c2ccc(N3CCCC3=O)cc2)cc1C | -1 | 15 | 20 | 18 | 25 | 22 | 19 | 5 | 10 | -1 | 4
O=c1c2ccccc2c(-c2ccccc2)nn1-c1ccccn1 | -4 | 6 | -13 | -6 | 13 | 7 | -18 | 10 | -3 | 0 | 2
Cc1cc(C)c(C(=O)NC2CC(C)(C)Cc3c2cnn3-c2ccccc2)o1 (stereo not given) | -2 | -18 | -3 | 8 | -4 | -1 | 19 | -23 | -3 | 1 | 5
CCCNCc1cc(OC)c(OCC(=O)Nc2ccccc2)cc1Br | 1 | -2 | -17 | -9 | -11 | -12 | -14 | -37 | 3 | -2 | -10
O=C(Nc1ccccc1N1CCOCC1)c1ccc(Cl)nc1 | -15 | -16 | -25 | 13 | 7 | 8 | 0 | 16 | 7 | 4 | -1
CCN(CC)c1ccc(S(=O)(=O)N2CCOCC2)cc1NC(=O)CSC(=S)N1CCCC1 | -3 | -16 | -4 | -13 | 13 | -19 | 14 | 7 | -2 | -2 | -1
CC(=O)c1c(C)[nH]c(C(=O)OCC(=O)Nc2ccc(C)cc2[N+](=O)[O-])c1C | -6 | 63* | 41 | 5 | 29 | 28 | 33 | 31 | 4 | 1 | -3
O=C(CSc1nnc(C2CCCCC2)o1)Nc1ccccc1Cl | 3 | -35 | -54 | -70 | -73 | -54 | -131 | -86 | 6 | -18 | -6
O=C(N/C(=C/C=C/c1ccccc1)C(=O)N1CCCCC1)c1ccc([N+](=O)[O-])cc1 | -7 | 11 | 6 | -75 | 16 | -7 | -10 | 0 | 1 | -1 | -7
CC1(C)C2CCC13CS(=O)(=O)NC3C2 (stereo not given) | 3 | -7 | 17 | -5 | 9 | 0 | 2 | -4 | -1 | 0 | 0
COc1ccc(OCC(O)CNCCNc2nccc(C(F)(F)F)n2)cc1 (stereo not given) | 1 | -10 | 7 | 5 | -23 | 6 | 16 | 6 | 2 | -3 | 2
Cc1cnc(C(=O)OCc2nc3ccccc3o2)cn1 | 0 | 17 | 0 | 5 | 9 | 1 | -16 | -2 | 18 | 4 | -6
O=c1[nH]nnc2c1ncn2C1OC(CO)C(O)C1O (stereo not given) | nt | 0 | 10 | 26 | -5 | 14 | 17 | 30 | 6 | -10 | -5
Cc1cc([N+](=O)[O-])ccc1NCc1ccccc1[N+](=O)[O-] | -3 | 26 | 17 | -12 | -24 | -6 | 6 | 13 | -1 | 0 | -5
O=C(NCC(c1cccs1)N1CCOCC1)c1ccc(Br)o1 (stereo not given) | -1 | -5 | -5 | -8 | 2 | -5 | -5 | -23 | 4 | -3 | 9
CCCC(=O)C1=C(O)C(C(=O)OC)C(C)(C)CC1=Nc1ccc(N)cc1 (stereo not given) | -5 | 9 | -6 | -4 | 18 | 2 | 14 | 17 | -2 | 2 | -1
N#Cc1ccc(-c2ccc(OCC(=O)NCC(=O)Nc3ccc(F)c(F)c3F)cc2)cc1 | 6 | -5 | -3 | 1 | -7 | 15 | 14 | -4 | -6 | 16 | -32
CC(C)Oc1ccc(C(=O)NCC(=O)Nc2ccc3c(c2)CCC3)cc1 | 8 | -10 | 11 | -23 | 4 | -12 | -4 | -30 | -12 | -1 | -5

In a second layout: 4 of the compounds above
SMILES: Cc1cc([N+](=O)[O-])ccc1NCc1ccccc1[N+](=O)[O-]
- TLR9-MyD88 inh: -3
- TWEAK Fn14 block: 26
- TROY signal inh: 17
- SRC1 inh: -12
- NCOA2 inhibitor: -24
- COUP-TFII inh: -6
- SRC3 inh: 6
- LRH-1 inv ag: 13
- ABHD5 PLIN5 PPI: -1
- Exocytosis inh: 0
- NOD2-RIPK2 inh: -5

SMILES: O=C(NCC(c1cccs1)N1CCOCC1)c1ccc(Br)o1 (stereo not given)
- TLR9-MyD88 inh: -1
- TWEAK Fn14 block: -5
- TROY signal inh: -5
- SRC1 inh: -8
- NCOA2 inhibitor: 2
- COUP-TFII inh: -5
- SRC3 inh: -5
- LRH-1 inv ag: -23
- ABHD5 PLIN5 PPI: 4
- Exocytosis inh: -3
- NOD2-RIPK2 inh: 9

SMILES: CCCC(=O)C1=C(O)C(C(=O)OC)C(C)(C)CC1=Nc1ccc(N)cc1 (stereo not given)
- TLR9-MyD88 inh: -5
- TWEAK Fn14 block: 9
- TROY signal inh: -6
- SRC1 inh: -4
- NCOA2 inhibitor: 18
- COUP-TFII inh: 2
- SRC3 inh: 14
- LRH-1 inv ag: 17
- ABHD5 PLIN5 PPI: -2
- Exocytosis inh: 2
- NOD2-RIPK2 inh: -1

SMILES: N#Cc1ccc(-c2ccc(OCC(=O)NCC(=O)Nc3ccc(F)c(F)c3F)cc2)cc1
- TLR9-MyD88 inh: 6
- TWEAK Fn14 block: -5
- TROY signal inh: -3
- SRC1 inh: 1
- NCOA2 inhibitor: -7
- COUP-TFII inh: 15
- SRC3 inh: 14
- LRH-1 inv ag: -4
- ABHD5 PLIN5 PPI: -6
- Exocytosis inh: 16
- NOD2-RIPK2 inh: -32

New compounds follow:
mol | TLR9-MyD88 inh | TWEAK Fn14 block | TROY signal inh | SRC1 inh | NCOA2 inhibitor | COUP-TFII inh | SRC3 inh | LRH-1 inv ag | ABHD5 PLIN5 PPI | Exocytosis inh | NOD2-RIPK2 inh
CS(=O)(=O)N(CC(=O)N1CCCC1)C1CCCCC1 | -4 | 5 | 0 | 3 | 10 | -3 | 17 | 13 | -5 | -13 | -4
O=C(Nc1ncccc1O)c1c(O)c2ccccc2[nH]c1=O | -1 | -4 | 18 | -4 | -8 | 16 | -28 | -14 | -1 | 7 | 6
CCc1ccccc1NC(=O)C1(S(=O)(=O)c2ccc(C)cc2)CC1 | 0 | 2 | -9 | -30 | 10 | 2 | 0 | -2 | 8 | -4 | -2
COc1ccc(C(=O)OCC(=O)N2CCc3ccccc32)cc1S(=O)(=O)N1CCOCC1 | 13 | 2 | -11 | 1 | -26 | -1 | 3 | -10 | 4 | -2 | -10
COc1ccc(-c2cc3ncnc(Cl)c3s2)cc1 | -1 | 16 | -24 | -102 | -78 | -44 | -86 | -139 | -1 | 4 | -2
N#Cc1c(C(F)(F)F)cc(-c2ccccc2Cl)[nH]c1=O | 5 | 4 | 41 | -11 | 23 | 12 | 1 | -16 | 0 | 8 | 0
CN(C)C(=O)c1ccc(NC(=O)COC(=O)C2=COCCO2)cc1 | -12 | 16 | 10 | -15 | -28 | -20 | 4 | 0 | 0 | 10 | -5
Cc1sc2ncnc(N3CCC(C(=O)Nc4ccc(S(N)(=O)=O)cc4)CC3)c2c1C | 8 | 50 | 36 | 7 | 43 | 23 | 20 | 9 | 4 | -3 | -92
COC(=O)c1ccc(NC(=S)NN2CCOCC2)cc1 | 8 | -8 | -8 | -21 | -7 | -21 | -7 | -19 | -2 | -2 | -4
CC1CN(C(=O)Nc2cccc(Cl)c2)C2(CCCCCC2)O1 (stereo not given) | 3 | -11 | -10 | -10 | -2 | -3 | 14 | -7 | 2 | -3 | -1
COc1ccc(NC(=O)C2Cc3c(-c4cccc(NC(C)=O)c4)ccnc3O2)cn1 (stereo not given) | nt | -1 | 18 | 3 | -1 | 0 | 12 | 22 | 2 | 8 | 2
COCCn1c(SCC(=O)NC2CC2)nnc1-c1ccc(Cl)cc1 | -14 | -6 | -4 | -14 | -22 | -7 | 5 | -10 | -19 | 8 | -8
O=C(O)c1cn(Cc2ccccc2)c2ccc(Cl)cc2c1=O | 4 | -13 | 2 | -48 | 2 | -5 | -19 | -10 | -9 | 6 | -2
COc1ccccc1Nc1nc2ccccc2n2cnnc12 | -3 | -30 | -22 | -9 | -54 | -10 | -8 | 15 | 0 | -1 | 1
CCC(=O)N(C1=C(NC)C(=O)c2ccccc2C1=O)C(C)C | -13 | 61* | 18 | -13 | 13 | 8 | 11 | 22 | -5 | 0 | 7
CC(=O)Nc1ccc(S(=O)(=O)NC2(C(F)(F)F)C(=O)Nc3c2c(=O)n(C)c(=O)n3C)cc1 (stereo not given) | -7 | 3 | 16 | 13 | 2 | -2 | 14 | -6 | -7 | -3 | -4
COc1ccc(OC)c(N(CC(=O)NCC2CCCO2)S(=O)(=O)c2ccccc2)c1 (stereo not given) | 2 | 10 | 5 | 2 | 9 | -3 | 2 | -16 | -1 | 2 | 1
CS(=O)(=O)Nc1cccc(C2=NN(S(C)(=O)=O)C(c3ccccc3)C2)c1 (stereo not given) | -6 | 1 | -25 | 1 | -8 | -10 | 13 | -8 | -1 | -5 | 3
COCCNC(=O)CN(Cc1ccccc1)S(=O)(=O)c1ccc2nc(C)sc2c1 | -8 | 1 | 6 | 10 | -45 | -11 | -16 | -9 | 3 | 4 | -4
CCOC(=O)C1CCN(C(=O)Cc2ccc(OC)c(OC)c2)CC1 | 1 | 7 | 13 | 4 | -1 | -10 | -6 | 8 | -4 | 0 | -8
C=CCNC(=O)c1cc2c(=O)n3cccc(C)c3nc2s1 | -1 | -5 | -7 | -15 | -23 | 12 | -52 | -58 | -8 | 10 | 2
COc1cccc(COCC(O)Cn2cnc3cc(C)c(C)cc32)c1 (stereo not given) | 0 | 2 | 11 | -5 | -13 | 8 | 14 | -12 | 0 | -3 | 5
O=C(NCC(=O)N1CCCC(C(F)(F)F)C1)c1ccc2ccccc2c1 (stereo not given) | -4 | 4 | -11 | -7 | -13 | 10 | -12 | 8 | 1 | 5 | -8
CCCCNC(=O)Cc1c(O)c2ccccc2[nH]c1=O | -3 | 0 | -5 | -16 | -21 | -9 | 17 | 16 | -3 | -1 | -6
Cc1ccc(S(=O)(=O)NCC(C)NS(=O)(=O)c2ccc(C)cc2)cc1 (stereo not given) | -1 | 14 | 13 | -4 | -2 | 23 | 6 | 4 | -5 | -1 | 0
O=C(Cc1ccc([N+](=O)[O-])cc1)NCc1ccc2c(c1)OCO2 | -8 | 5 | 8 | -22 | 14 | -6 | -12 | -10 | -9 | 0 | -3
CCCc1cc(=O)n2[nH]cc(-c3ccc(Cl)cc3)c2n1 | 3 | 33 | 31 | 8 | 5 | 1 | 17 | 18 | -3 | -6 | 0
COc1ccc(N(CC(=O)NCc2cccs2)S(=O)(=O)c2c(C)n[nH]c2C)cc1 | 6 | 6 | -22 | -20 | -6 | -6 | -8 | -12 | 3 | -6 | 1

Three of the entries above in order of the NCOA2 inhibitor value, high to low.
SMILES,NCOA2 inhibitor
N#Cc1c(C(F)(F)F)cc(-c2ccccc2Cl)[nH]c1=O,23
COc1ccc(OC)c(N(CC(=O)NCC2CCCO2)S(=O)(=O)c2ccccc2)c1 (stereo not given),9
CN(C)C(=O)c1ccc(NC(=O)COC(=O)C2=COCCO2)cc1,-28
